High-throughput results: PubChem, several laboratories
GPR55 LPI antagonism: GPR55 antagonists blocking LPI-driven arrestin recruitment, primary screen, imaging, U2OS, beta-arrestin-GFP, LPI agonist (AID 2013); G-protein coupled receptor 55 (Homo sapiens); U2OS GPR55 beta-arrestin-GFP translocation imaging, LPI antagonism; higher % means a stronger effect; one-dose inhibition, % at 10 µM; IC50 in µM for titrated hits; 290,000 compounds, 0.13% hits;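 active = spots per cell inhibited over 60%, with over 100 cells counted and total cytoplasm intensity under 500,000; inconclusive = wells with under 100 cells, flagged as likely toxic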;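 also: U2OS cells stably carrying GPR55 and arrestin-GFP stimulated by 5 µM LPI near EC80; imaged beta-arrestin-GFP aggregate spots per cell after agonist stimulation; plate controls were LPI-stimulated DMSO wells for no effect and DMSO wells without LPI for full effect; some results filed as inactive read as strong as hits; confirmed hits need IC50 under 10 µM and bright autofluorescent wells are also inconclusive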
Salmonella PhoP GFP: inhibitors of PhoP regulon expression, primary screen, Salmonella Typhimurium, GFP reporter (AID 1863). 300,000 compounds, 0.16% hits. one-dose inhibition, % at 50 µM; IC50 in µM for titrated hits. S. Typhimurium PhoP-regulated promoter GFP reporter, 4 h; higher % means a stronger effect;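 active = inhibition over 29.93%, a cutoff 3 SD above the screen mean, later confirmed by dose response; inconclusive = inhibition over 29.93% but no dose response follow-up; inactive = inhibition at most 29.93% or unconfirmed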;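 also: 0% = low Mg2+ inducing control and 100% = high Mg2+ repressing control; strong numbers were not always called active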
NTR1 ag: agonists of NTR1, primary screen, imaging, U2OS cells, beta-arrestin-GFP, high content (AID 493036); activation, % at 20 µM; Neurotensin receptor type 1 (Homo sapiens), P30989; 330,000 compounds, 0.17% hits; NTR1-U2OS beta-arrestin-GFP spot imaging, agonist mode;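 active = activation at or above 40% of the spot to cytoplasm intensity ratio, with at least 20 cells analyzed; inconclusive = wells under 20 cells, flagged as cytotoxic or low count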;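 also: 0% = DMSO without peptide and 100% = 100 nM NTR1 peptide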
Target sequence (P30989 whole entry, looked up): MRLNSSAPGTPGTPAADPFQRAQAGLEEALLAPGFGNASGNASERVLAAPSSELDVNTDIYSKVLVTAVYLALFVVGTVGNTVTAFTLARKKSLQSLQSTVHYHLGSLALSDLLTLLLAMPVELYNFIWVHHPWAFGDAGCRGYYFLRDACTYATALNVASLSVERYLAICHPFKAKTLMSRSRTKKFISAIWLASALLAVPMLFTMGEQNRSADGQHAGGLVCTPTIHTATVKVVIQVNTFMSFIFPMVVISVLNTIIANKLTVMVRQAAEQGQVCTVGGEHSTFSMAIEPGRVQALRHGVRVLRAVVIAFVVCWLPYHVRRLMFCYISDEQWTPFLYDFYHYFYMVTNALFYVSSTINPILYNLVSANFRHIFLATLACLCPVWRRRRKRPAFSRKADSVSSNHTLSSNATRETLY
GPR35 arrestin U2OS: GPR35 antagonists blocking zaprinast-driven arrestin recruitment, primary screen, imaging, U2OS, beta-arrestin-GFP, zaprinast agonist (AID 2058). 290,000 compounds, 0.052% hits. one-dose inhibition, % at 10 µM; IC50 in µM for titrated hits. U2OS GPR35 beta-arrestin-GFP translocation imaging, zaprinast antagonism; higher % means a stronger effect. G-protein coupled receptor 35 (Homo sapiens);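 active = inhibition of at least 50% with at least 30 cells and total cytoplasm GFP at most 10,000,000; inconclusive = under 30 cells or total GFP of 10,000,000 plus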
MgcRacGAP inhibition: MgcRacGAP GTPase-activating activity inhibitors, confirmation, biochemical, ADP Hunter fluorescence | Rac GTPase-activating protein 1 (Homo sapiens) | AID 624330, 2012 | inhibition, % at 30 µM; hits with a dose series show IC50 in µM | 340,000 compounds, 0.6% hits | MgcRacGAP-stimulated Rac1 GTP hydrolysis, ADP Hunter fluorescence; higher % means a stronger effect; GST-tagged Rac1 F28L mutant substrate;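 active = first-screen hits whose inhibition reached a set limit at any dose in the follow-up dose series; inconclusive = inhibition above the set first-screen limit but never retested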;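 also: fluorescence reports GDP produced by GAP-driven GTP hydrolysis; strong numbers were not always called active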
Myeloid diff MLP: induction of myeloid progenitor differentiation, primary screen, cell-based, flow cytometry, MLPCN library | calls only at 10 µM | AID 624256, 2012 | ER-HoxA9 myeloid progenitors, lysozyme-GFP differentiation | 360,000 compounds, 1% hits;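 active = normalized GFP-positive differentiation at or above the plate's own cutoff, the solvent-only control mean plus 3 SD; inconclusive = no clear call, values can overlap the other calls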;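 also: cells exposed to compound for four days before flow analysis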
SIAH1 antagonists: Siah-1 peptide-binding antagonists, primary screen, biochemical, fluorescence polarization, rhodamine-plectin, uHTS (AID 1817) | E3 ubiquitin-protein ligase SIAH1 (Homo sapiens) | Siah-1 / rhodamine-plectin peptide fluorescence polarization; higher % means a stronger effect | one-dose displacement, % at 20 µM; IC50 in µM for titrated hits | 290,000 compounds, 0.02% hits;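 active = displacement of at least 50% at 20 µM, with a fluorescence ratio check between 0.3 and a set limit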;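 also: plate controls were Siah plus tracer with DMSO for no effect and tracer alone without Siah for full effect; strong numbers were not always called active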
LYP inhibition: inhibitors of LYP phosphatase, biochemical, fluorescence intensity, uHTS (AID 1779) | Tyrosine-protein phosphatase non-receptor type 22 (Homo sapiens) | recombinant LYP phosphatase, fluorescence intensity; higher % means a stronger effect | one-dose inhibition, % at 11.5 µM; IC50 in µM for titrated hits | 290,000 compounds, 0.054% hits; in the data active = inhibition above about 50%;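 also: plate controls were vehicle with enzyme for no effect and no enzyme for full effect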
HIV fusion peptide: inhibitors of HIV fusion peptide binding, primary screen, biochemical, uHTS, fluorescence dequenching (AID 1986); 290,000 compounds, 0.3% hits; one-dose inhibition, % at 20 µM; IC50 in µM for titrated hits; cell-free peptide binding, fluorescence dequenching, 30 min; higher % means a stronger effect; in the data active = inhibition mostly above about 52%, no sharp cut-off; inactive = mostly below about 76%; also: some results filed as inactive read as strong as hits
NTR1 ag cell count 20 µM: second read-out of NTR1 ag, no call of its own (marks repeat the call); cell count; measured here: cell count, cytotoxicity flag
Myeloid diff MLP GFP+ MAC1+ %: further read-out of Myeloid diff MLP, marked with its call; GFP+ MAC1+ double positive, %; measured here: differentiation confirmed by MAC1 staining
Active calls of the source: *; i = inactive; ? = inconclusive; · = no result given.

SMILES | GPR55 LPI antagonism | Salmonella PhoP GFP | NTR1 ag | NTR1 ag cell count 20 µM | GPR35 arrestin U2OS | MgcRacGAP inhibition | Myeloid diff MLP | Myeloid diff MLP GFP+ MAC1+ % | SIAH1 antagonists | LYP inhibition | HIV fusion peptide
Cc1cccc(-n2cc(C#N)c(=O)[nH]c2=O)n1 | 8% | 6% | -0.1 | 63 | 9% | 11% | i | 0.6 | 12% | 0% | -2.8%
C=CCN(c1nc(C)cc(OC)n1)S(=O)(=O)c1ccccc1 | -1% | -1% | -1.1 | 46 | 6% | 15% | i | 0.4 | -4% | -1% | 0.1%
O=C(CSc1nnc(-c2cccnc2)n1Cc1ccccc1)NCc1ccccc1 | 12% | 1% | -0.1 | 64 | -8% | 6% | i | 0.4 | 6% | -7% | 2.4%
Cc1ccc(CN2CCN(Cc3cccn3-c3ccccn3)CC2CCO)o1 (configuration not stated) | -6% | 1% | -1.9 | 81 | 12% | 0% | i | 0.3 | 4% | -3% | 1.8%
FC(F)(F)c1cccc(N2CCc3cn[nH]c32)c1 | -12% | -2% | 0.7 | 46 | -9% | 13% | i | 1.1 | -4% | -1% | -3.0%
C=CCn1c(=O)/c(=C/c2ccc(Cl)cc2)s/c1=C(/C#N)c1nnc2n1CCCCC2 | -8% | -9% | 6.6 | 45 | -16% | 4% | i | 5.9 | 4% | -4% | -3.7%
COc1ccc(N2CC(O)(c3ccc(OC(F)F)cc3)[N+]3=C2CCCC3)cc1 (configuration not stated) | 2% | 7% | -2.5 | 50 | -16% | -2% | · | · | -6% | -3% | -0.9%
Cc1cc(NS(=O)(=O)c2ccc(NC(=S)NC(=O)c3ccc(F)cc3)cc2)no1 | 8% | -1% | 0.5 | 76 | -6% | 6% | i | 0.0 | 12% | -5% | 4.9%
O=C(COc1ccccc1)N(Cc1cccc(F)c1)C1CCS(=O)(=O)C1 (configuration not stated) | 12% | -10% | 0.0 | 62 | 0% | 7% | i | 0.2 | 12% | -7% | 0.7%
CCCOc1cccc(C(=O)N/N=C/c2coc3ccccc3c2=O)c1 | -4% | -4% | 2.9 | 65 | -18% | 12% | i | 1.1 | -1% | -1% | 2.2%
CN(CCC#N)C(=O)COC(=O)c1ccc(Cl)cc1O | -10% | 8% | -0.1 | 35 | -4% | 3% | i | 0.3 | -1% | -6% | 13%
O=C(CSc1ccccc1)NNC(=O)c1ccccc1O | -10% | -4% | -0.1 | 75 | -2% | 6% | i | 0.6 | 2% | -8% | 12%
COc1cccc(NC(=O)c2ccc(Cn3cc([N+](=O)[O-])cn3)o2)c1 | 8% | 5% | -1.6 | 65 | -5% | 14% | i | 0.3 | 8% | 1% | 12%
N=c1c(C(=O)NC2CCCC2)cc2c(=O)n3ccccc3nc2n1Cc1ccccc1 | -5% | -16% | 2.8 | 42 | 8% | 7% | i | 3.7 | -2% | -58% | -0.1%
O=C(Oc1ccc2c(c1)OCO2)C12CC3CC(CC(C3)C1)C2 | 17% | -9% | 2.0 | 84 | 23% | 5% | i | 0.0 | -8% | -6% | 0.8%
CN(C)S(=O)(=O)c1ccc(C(=O)NCc2nnc(SCC(=O)NCc3ccco3)o2)cc1 | 11% | 3% | -1.7 | 44 | 0% | 7% | · | · | 0% | -13% | 0.5%
CC(=O)Nc1ccc(NC(=O)C2CCCCN2S(=O)(=O)c2ccc(C(C)(C)C)cc2)cc1 (configuration not stated) | -4% | -4% | 3.5 | 42 | 0% | 2% | i | 0.9 | -1% | -8% | 1.6%
CC(=O)Nc1ccc(S(=O)(=O)N(C)CC(=O)OCC(=O)N2CCCC2=O)cc1 | · | -5% | -1.5 | 54 | · | 1% | i | 0.6 | · | · | ·
CCCCCCC(=O)N1C/C=C\C(c2ccc(OC)cc2)N(Cc2ccc(F)cc2)C(=O)C1 (configuration not stated) | -2% | 0% | 1.6 | 96 | 22% | 7% | i | 2.2 | -4% | -1% | -0.5%
COC(=O)C1(C)NC(c2ccccc2OC)C2C(=O)N(c3ccccc3)C(=O)C21 (configuration not stated) | 4% | 6% | -0.3 | 39 | 5% | 1% | i | 0.7 | 1% | -8% | 1.2%
Cc1cc(C=O)c(C)n1-c1ccc(N2CCOCC2)c([N+](=O)[O-])c1 | 11% | 0% | -0.1 | 31 | 3% | -1% | i | 0.1 | 5% | -6% | -3.2%
CCN(CC)CCCN(C(=O)c1cccs1)c1nc(-c2ccc(OC)cc2)cs1 | 3% | -10% | 4.6 | 87 | 10% | 5% | i | 0.6 | 3% | -6% | -1.8%
COc1cccc(NC(=O)CCN2CCN(c3ccccc3F)CC2)c1 | -8% | 3% | -0.5 | 75 | 7% | 5% | i | 0.3 | 1% | -4% | -0.2%
COc1ccc(Nc2nc(NCc3ccco3)nc(N/N=C/c3ccccc3F)n2)cc1 | 3% | 4% | -1.4 | 43 | -3% | 10% | i | 0.7 | 9% | 0% | 1.7%
CNC(=S)N(Cc1cc2cc(C)ccc2n2nnnc12)CC(C)(C)CN(C)C | 6% | 2% | 1.0 | 51 | 0% | 7% | i | 1.4 | 11% | -3% | -0.2%
CSc1ccccc1NC(=O)Nc1cccc(Cl)c1 | -2% | 4% | 6.2 | 53 | -4% | 10% | i | 1.4 | 1% | 1% | 0.4%
O=c1[nH]ncc(N/N=C\c2ccc(O)cc2O)c1Cl | 1% | 5% | 1.6 | 79 | 4% | 23% | i | 0.2 | -6% | 3% | -1.6%
CCC(=O)c1ccc(OCC(=O)OCC(=O)c2cc(C)n(C)c2C)cc1 | 4% | -1% | -0.5 | 70 | -3% | 6% | i | 0.6 | 7% | -1% | -1.5%
CCOC(=O)CSc1nnc(-c2cccc(Cl)c2)n1CC | 7% | 12% | -0.8 | 88 | 6% | 2% | i | 1.3 | -1% | -8% | 3.9%
CN(C)C(CNC(=O)c1ccc(C2SCCS2)cc1)c1ccccc1 (configuration not stated) | -12% | 10% | 1.9 | 70 | 1% | 3% | i | 0.7 | -1% | -11% | 0.7%
COc1cc(Cl)ccc1OCc1cc(C(=O)N(C)C2CC(C)(C)NC(C)(C)C2)no1 | -2% | -9% | -0.7 | 49 | 1% | 7% | i | 1.0 | 0% | -3% | 0.4%
N#CC1=C(C2CC2)CC(c2ccccc2)C(C#N)=C1N (configuration not stated) | 8% | 6% | 4.1 | 30 | -9% | 6% | i | 0.2 | 3% | -9% | 1.0%
C1CN=C(NC23CC4CC(CC(C4)C2)C3)C1 | 18% | 8% | -0.1 | 89 | -8% | 2% | i | 0.2 | 2% | -3% | 0.0%
CCCCCOC(=O)NCC(O)c1ccccc1 (configuration not stated) | 3% | 11% | 1.3 | 71 | 20% | 5% | i | 1.0 | -4% | -11% | 2.4%
CCOc1ccc(NC(=O)CCC(=O)c2ccc(Br)cc2)cc1 | 1% | 3% | 1.5 | 39 | 12% | 16% | i | 0.5 | 14% | -7% | -1.0%
CC(C)c1nnc(NC(=O)CC23CC4CC(CC(C4)C2)C3)s1 | -14% | · | 19 | 76 | -4% | 8% | i | 0.3 | 0% | -1% | -1.5%
Cc1ccc2nc(-c3ccccc3)c(NC(=O)c3ccco3)n2c1 | 3% | 6% | -0.2 | 49 | -4% | 12% | i | 0.8 | 7% | -5% | 0.1%
O=C(Nc1cccc(Cl)c1)O/N=C\c1ccncc1 | -5% | -1% | 0.2 | 51 | 16% | 4% | i | 6.0 | -3% | -9% | 4.2%
CCc1c(C)nc2cc(-c3ccc(OC)c(OC)c3)nn2c1N1CCC(C)CC1 | -18% | 2% | 13 | 49 | 4% | 13% | i | 0.2 | -3% | 2% | -2.2%
S=C(NCc1ccccn1)Nc1ccc(Br)cc1Cl | 1% | 8% | 0.8 | 49 | -6% | 9% | i | 0.6 | 2% | -6% | -1.6%
Nc1ncnc(NC2CCS(=O)(=O)C2)c1[N+](=O)[O-] (configuration not stated) | -4% | -8% | 0.9 | 46 | 5% | 12% | i | 0.7 | 4% | 2% | -1.8%
CCOc1ccc(OCC)c(NS(=O)(=O)c2ccc3c(c2)n(C)c(=O)c(=O)n3C)c1 | -4% | 2% | -0.7 | 81 | -4% | 6% | i | 0.5 | -3% | -7% | -0.6%
CC1CCCCN1Cc1c(O)ccc2c(=O)c(-c3nc4ccccc4s3)c(N)oc12 (configuration not stated) | 33% | -36% | 1.9 | 91 | 11% | 49% | ? | · | -9% | -10% | -1.5%
CC1CCCCN1C(=O)CN1C(=O)CSc2ccc(S(=O)(=O)N3CCOCC3)cc21 (configuration not stated) | 7% | 2% | 0.9 | 46 | -1% | 8% | i | 3.1 | 1% | -9% | 0.0%
COc1ccc(OC)c(S(=O)(=O)Nc2ccc3oc4c(c3c2)C(=O)CCC4)c1 | 13% | -3% | 0.6 | 46 | -17% | 9% | i | 1.0 | 0% | 2% | -1.9%
Cc1cc(N2CCN(C)CC2)nc2ccc(NC(=S)NCCCN3CCc4ccccc4C3)cc12 | 2% | 19% | 3.2 | 63 | 7% | 32% | i | 0.3 | -3% | -11% | -3.7%
Cn1ncc2c(Nc3ccccc3Cl)nc(Cl)nc21 | 8% | 0% | -1.2 | 88 | 4% | 7% | i | 0.3 | 2% | 2% | 2.6%
Sc1oc(-c2ccccc2)cc1C=Nc1ccccc1 | 4% | 7% | 2.3 | 67 | 16% | 10% | i | 0.8 | 1% | -4% | 2.0%
C=CCNCCCCOc1ccc(OCc2ccccc2)cc1 | 32% | 16% | -0.5 | 75 | 2% | 20% | i | 0.4 | 12% | -6% | 2.3%
